# Screening results as filed in PubChem BioAssay.
# CHT PAM = CHT positive allosteric modulators, primary screen, cell-based, membrane potential dye, choline EC20. CHT-expressing cells; hits give high values; LV-AA mutant CHT in HEK293 cells. B-score at 10 µM. 310,000 compounds, 0.49% hits. High affinity choline transporter 1 (Homo sapiens), Q9GZV3;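 active = initial fluorescence not abnormally high and integrated response B-score, plate-corrected, over 3 SD above library mean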
# Target sequence (Q9GZV3 whole entry, looked up): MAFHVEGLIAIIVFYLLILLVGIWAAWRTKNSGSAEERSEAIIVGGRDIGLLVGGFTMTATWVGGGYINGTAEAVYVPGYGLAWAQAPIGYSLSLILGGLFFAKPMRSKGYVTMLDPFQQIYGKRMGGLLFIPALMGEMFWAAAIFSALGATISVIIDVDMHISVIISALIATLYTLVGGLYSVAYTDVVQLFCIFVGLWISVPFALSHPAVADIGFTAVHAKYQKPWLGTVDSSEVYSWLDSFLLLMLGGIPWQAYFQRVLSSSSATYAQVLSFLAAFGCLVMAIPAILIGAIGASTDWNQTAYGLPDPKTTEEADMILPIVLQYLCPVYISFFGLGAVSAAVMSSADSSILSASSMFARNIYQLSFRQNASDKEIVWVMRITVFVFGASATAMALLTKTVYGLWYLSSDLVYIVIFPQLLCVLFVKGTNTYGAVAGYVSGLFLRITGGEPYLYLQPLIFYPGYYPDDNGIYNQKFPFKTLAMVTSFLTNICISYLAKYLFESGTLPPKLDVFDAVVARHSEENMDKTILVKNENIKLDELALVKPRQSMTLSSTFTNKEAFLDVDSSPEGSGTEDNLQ
# OX1R antag = OX1R (HCRTR1) antagonists, primary screen, fluorescence, CHO/OX1R cells, Fluo-8 calcium, orexin A. Orexin/Hypocretin receptor type 1 (Homo sapiens), O43613. Fluo-8 calcium fluorescence. inhibition, % at 5 µM. 330,000 compounds, 0.43% hits;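 active = inhibition above its plate's threshold, mean inhibition of all tested compounds on the plate plus 3 SD, cut at about 37% in these data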;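 note: 0% = orexin A challenge wells and 100% = SB-334867-A antagonist wells; not every result past the cut was called active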
# Target sequence (O43613 whole entry, looked up): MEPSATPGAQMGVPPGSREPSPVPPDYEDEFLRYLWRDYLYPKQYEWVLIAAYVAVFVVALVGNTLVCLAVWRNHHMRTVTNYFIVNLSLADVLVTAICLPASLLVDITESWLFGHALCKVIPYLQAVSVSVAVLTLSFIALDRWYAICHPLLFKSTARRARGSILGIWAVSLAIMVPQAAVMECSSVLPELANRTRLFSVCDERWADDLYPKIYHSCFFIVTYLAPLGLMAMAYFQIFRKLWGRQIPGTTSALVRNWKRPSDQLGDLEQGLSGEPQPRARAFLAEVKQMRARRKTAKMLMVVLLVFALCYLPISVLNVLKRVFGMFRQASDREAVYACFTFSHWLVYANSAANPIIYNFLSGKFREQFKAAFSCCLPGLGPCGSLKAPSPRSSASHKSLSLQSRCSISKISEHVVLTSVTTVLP
# * hit, by the source's call; i = inactive; / = no result given.
# Values in the order: CHT PAM	OX1R antag
CC1Cc2cc(/C(O)=C3/C(=O)C(=O)N(CCN4CCOCC4)C3c3cccc(Cl)c3)ccc2O1 (configuration not stated)
 : i	-29
O=C(Cn1c(=O)n(CC(=O)N2CCCCC2)c(=O)c2sccc21)NCc1ccccc1
 : i	-18
CC1CC(=O)Nc2ccccc2N1S(=O)(=O)c1ccc(Br)cc1 (configuration not stated)
 : i	-17
O=c1[nH]c(=O)n(-c2ccc(F)cc2)c2c1C(C(F)(F)F)(C(F)(F)F)N=C(c1ccc(F)cc1)N2
 : i	0
O=C(CN1CCN(c2nc(-c3ccccc3)cs2)CC1)NNC(=O)c1ccc(Br)cc1
 : i	-29
O=C(O)c1ccc(C=NNC(=O)c2ccccc2NS(=O)(=O)c2cccs2)cc1
 : /	8
CCCn1nc(NC(=O)C(C)(C)C)c2cc3cc(OC)ccc3nc21
 : i	-20
CCOC(=O)Cn1c(=O)oc2cc(S(=O)(=O)N3CCC(N4CCCCC4)CC3)ccc21
 : i	-8
O=C(O)c1ccc2c(=O)n(-c3ccc(F)cc3)c(=S)[nH]c2c1
 : i	-9
COc1ccc(C)cc1NC(=O)NNC(=O)C(C)Oc1ccc(F)cc1Cl (configuration not stated)
 : i	-29
Nc1nc(SCC(=O)OCc2ccccc2)[nH]c(=O)c1NC(=O)c1ccco1
 : i	-8
CC(=O)Nc1ccc(C(=O)N2CCN(C(=O)c3ccco3)CC2)cc1
 : i	-8
CN(C(=O)c1ccc(Br)o1)C1CCCCC1
 : i	-3
Cc1nc(Cl)c2c(n1)NC(=O)CO2
 : i	9
COc1ccc(/C=N/Nc2nncn2N)cc1Br
 : i	3
Cc1cccc(Oc2coc3cc(OC(=O)c4cncc(Br)c4)ccc3c2=O)c1
 : i	-2
COc1ccc(N2C(=O)CC(N(CCc3ccccc3)C(=O)c3ccccc3)C2=O)cc1 (configuration not stated)
 : i	-34
Cc1ccc(NC(=O)C(=O)N2CCCC2)cc1Cl
 : i	-63
Cn1c(SCC(=O)Nc2ccc(N3CCOCC3)c(Cl)c2)nnc1-c1ccccc1
 : i	-10
CC(=O)Nc1ccc(S(=O)(=O)N2C(C)CCCC2C)cc1 (configuration not stated)
 : i	-3
Cc1ccccc1C(=O)NCC(=O)N1CCN(C/C=C/c2ccccc2)CC1
 : /	-19
COc1ccc(-c2ocnc2C(=O)Nc2ccccc2N2CCCCC2)cc1
 : i	-37
O=C(CN1CCCCC1)Nc1ccccc1Cl
 : i	-2
CC(C)Cc1nnc(NC(=O)CCc2ccccc2)s1
 : i	-33
S=C1NCN(C2CCCCC2)CN1CCc1ccccc1
 : i	-9
COc1ccc(C(=O)NCc2ccco2)cc1S(=O)(=O)NC1CC1
 : /	-11
CN(CC(=O)Nc1ccccc1Cl)C(=O)COC(=O)c1ccc([N+](=O)[O-])s1
 : /	-10
O=C(O)Cc1c(-c2ccccc2)c2cc(Br)ccc2[nH]c1=O
 : i	-17
CCOC(=O)C1CCN(CC(O)COc2ccc(C(C)(C)C)cc2)CC1 (configuration not stated)
 : i	-12
COc1cc2c(cc1OC)C(NC(=O)C(F)(F)F)CNC2=O (configuration not stated)
 : i	-12
CCOC(=O)c1c(NC(=O)CCN2C(=O)c3ccccc3C2=O)sc(C(=O)OC(C)C)c1C
 : i	-22
CCc1ccc(OCC(=O)Nc2ccc(S(=O)(=O)Nc3cc(C)on3)cc2)c(Br)c1
 : i	-5
CC(C)N1C(=O)CCN(C=O)c2ccccc21
 : i	-12
Cc1nc(Cl)c(C(=O)NCc2ccccc2)c(C)c1[N+](=O)[O-]
 : i	0
CCC(CC)NC(=O)Nc1ccc(F)cc1F
 : i	-4
CC(OC(=O)CC1CC2CCC1C2)C(=O)Nc1cccc(S(=O)(=O)N2CCOCC2)c1 (configuration not stated)
 : i	-41
O=C(NCC(=O)N1CCN(Cc2ccc3c(c2)OCO3)CC1)c1ccccc1F
 : /	-1
O=C(CCN1C(=O)c2ccccc2C1=O)NC1=NCCS1
 : i	-19
Cc1c(NC(=O)CSc2nnnn2C)c(=O)n(-c2ccccc2)n1C
 : i	4
CCOC(=O)c1c(NC(=O)C2=C(C)NC(=S)NC2c2ccc(F)cc2F)sc(C)c1C (configuration not stated)
 : i	-25
Cc1ccc(C(=O)NC2c3ccccc3-c3ccccc32)cc1
 : i	-21
Clc1ccc(-c2cc(C3CCNCC3)[nH]n2)c(Cl)c1
 : i	-9
CCc1nnc(NC(=O)CCC(=O)Nc2ccccc2)s1
 : i	-18
CCN(c1ccccc1)S(=O)(=O)c1ccc(C(=O)N(CCN(C)C)c2nc3c(F)cc(F)cc3s2)cc1
 : i	-21
Cc1cc(NC(=O)c2ccc3c(c2)C(=O)N(Cc2cccnc2)C3=O)no1
 : i	-1
O=C(CNC(=O)c1ccc(Br)cc1)NC1CC1
 : /	19
Cc1ccsc1/C=N/NC(=O)c1ccc(-n2cccc2)cc1
 : i	-20
CNCCc1ccccn1
 : i	1
COc1ccccc1C(=O)CSc1nccn1C
 : i	-10
O=C(Nc1ccc(NS(=O)(=O)c2ccccc2)cc1)c1cccnc1
 : i	-7
O=C(Nc1cc(S(=O)(=O)N2CCCCC2)ccc1N1CCOCC1)c1ccc(C(F)(F)F)cc1
 : /	-47
O=C(NCCc1ccc(Cl)cc1)C(=O)c1c[nH]c2ccccc12
 : i	-13
C/C(=N\Nc1nccnc1Cl)c1ccc(F)cc1
 : i	-13
N#Cc1c(NC(=O)c2ccc(N3CCOCC3)c([N+](=O)[O-])c2)sc2c1CCCC2
 : i	-7
CN(C(=O)COc1ccc(S(=O)(=O)N2CCOCC2)cc1[N+](=O)[O-])C1CCS(=O)(=O)C1 (configuration not stated)
 : i	-9
Cc1cnc(C(=O)OCC(=O)Nc2ccc(C)c(S(=O)(=O)N3CCCCCC3)c2)cn1
 : i	-22
O=C(NCc1ccc2c(c1)OCO2)c1cc(COc2c(F)cccc2F)on1
 : i	-5
CC(C)C(NC(=O)c1ccc(C(C)(C)C)cc1)C(=O)O (configuration not stated)
 : i	-12
CCOC(=O)C1CCN(C(=O)c2[nH]c3ccc(OC)cc3c2C)CC1
 : i	-17
CCOc1ccc(CCNC(=O)COC(=O)CCC(=O)c2cccs2)cc1OCC
 : i	/

# The last 6 compounds of the part above come first, to join the parts:
# Values in the order: CHT PAM	OX1R antag
CN(C(=O)COc1ccc(S(=O)(=O)N2CCOCC2)cc1[N+](=O)[O-])C1CCS(=O)(=O)C1 (configuration not stated)
 : i	-9
Cc1cnc(C(=O)OCC(=O)Nc2ccc(C)c(S(=O)(=O)N3CCCCCC3)c2)cn1
 : i	-22
O=C(NCc1ccc2c(c1)OCO2)c1cc(COc2c(F)cccc2F)on1
 : i	-5
CC(C)C(NC(=O)c1ccc(C(C)(C)C)cc1)C(=O)O (configuration not stated)
 : i	-12
CCOC(=O)C1CCN(C(=O)c2[nH]c3ccc(OC)cc3c2C)CC1
 : i	-17
CCOc1ccc(CCNC(=O)COC(=O)CCC(=O)c2cccs2)cc1OCC
 : i	/
Cc1cnc(C(=O)Nc2nccs2)cn1
 : i	-9
Cc1ccc(C(=O)N/C(=C/c2ccco2)C(=O)Nc2cccc(C)c2)cc1
 : i	-12
CCOc1cc(C(=O)Nc2cccc(OCC(=O)N3CCOCC3)c2)cc(OCC)c1OCC
 : i	-9
Cc1nc(-c2nnc(SCC(=O)Nc3ccc(Cl)cc3)n2C)cs1
 : i	-38
CCCCCCCC(=O)N/N=C/c1ccc(Br)cc1
 : i	-43
N#Cc1c(-c2ccccc2)nc2n1CCS2
 : i	-1
COc1ccc(C(=O)CSC2=NS(=O)(=O)c3cc(Cl)ccc3N2)cc1
 : i	-11
COc1ccc(C)cc1NS(=O)(=O)c1ccc(NS(=O)(=O)c2ccc(NC(C)=O)cc2)cc1
 : i	-1
Cc1noc(C)c1S(=O)(=O)N1CCCC(C(=O)Nc2nccs2)C1 (configuration not stated)
 : i	-29
COc1ccc(/C=N/NC(=O)CCCOc2ccc(Cl)cc2Cl)cc1[N+](=O)[O-]
 : i	1
O=C(Nc1cccc(Cl)c1)Nc1nccs1
 : i	-4
CCOC(=O)Cc1csc(SCC(=O)NC2CCC(C)CC2)n1 (configuration not stated)
 : i	-10
O=C(C[n+]1ccccc1)NNc1ccccc1
 : i	7
Cc1onc(-c2c(F)cccc2Cl)c1C(=O)N1CCOC12CCCCC2
 : i	-23
COc1ccc(NC(C)=O)c(C)c1
 : i	-2
C=CCN(CC=C)C(=O)c1ccncc1
 : i	-4
CC(=O)Nc1nnc(CSCc2ccc(F)cc2)s1
 : i	-3
COc1ccccc1N1CCN(C(=O)C(CC(C)C)NC(=O)C2CCCCC2)CC1 (configuration not stated)
 : i	-22
Cc1nc2sc(C(c3ccccc3)N3CCN(C(=O)c4ccco4)CC3)c(O)n2n1 (configuration not stated)
 : i	3
COc1ccc(NS(=O)(=O)c2cc(NC(=O)CC(=O)c3ccc([N+](=O)[O-])cc3)ccc2C)cc1
 : i	-6
COc1cccc(OCC(=O)NNC(=S)Nc2ccc(Cl)cc2Cl)c1
 : i	-11
CC1CCN(C(=O)Cc2nn(C)c(=O)c3ccccc23)CC1
 : i	-10
CCOC1=C/C(=C/c2c(N)n3oc(C)cc3nc2=O)C=CC1=O
 : i	-12
FC(F)(F)C(F)(F)C(F)(F)c1nnc2ccc(N3CCOCC3)nn12
 : i	5
O=C(NC1CCCCC1)C1CC(=O)N(c2cccc([N+](=O)[O-])c2)C1 (configuration not stated)
 : i	1
CCOC(=O)c1ccc(N2CN(C3CCCCC3)CNC2=S)cc1
 : i	0
C[C@H](O)CC1=C[C@H](O)[C@@H](C)OC1=O
 : i	18
COc1ccccc1/C=C1\SC(=S)N(N2C(=O)CCCC2=O)C1=O
 : i	-15
COc1nc(N(C)C)nc(N(OC)S(=O)(=O)c2ccccc2Cl)n1
 : i	-17
COc1ccc(/C=N/n2c(C)cc(C)c(C(N)=O)c2=O)cc1
 : i	-2
COc1ccc(Cl)cc1NC(=O)CSc1nc(-c2ccccc2)cc(=O)[nH]1
 : i	-27
COc1ccc(N(CC(=O)N2CCCCCC2)S(=O)(=O)c2ccccc2)cc1
 : i	-20
O=C(Nc1ccc(Br)cc1)c1cc(-c2ccc3c(c2)OCO3)on1
 : i	-6
Cc1cc(=O)n2[nH]cc(-c3ccccc3)c2n1
 : i	/
O=C1c2ccc(-c3ccc(Cl)c(C(F)(F)F)c3)cc2S(=O)(=O)c2cccc(C(=O)N3CCN(c4ncc(Br)cn4)CC3)c21
 : /	0
CCC(Sc1ncccc1C(=O)O)C(=O)N1CCCC1 (configuration not stated)
 : i	-2
CCCc1[nH]n(-c2nc3ccccc3s2)c(=O)c1C=NCCN1CCOCC1
 : i	-18
CN=C1SC(C(=O)O)CC(=O)N1C (configuration not stated)
 : i	4
Cc1cc(-c2n[nH]c(=S)n2/N=C/c2ccc(Cl)c([N+](=O)[O-])c2)n[nH]1
 : i	5
CCc1ccc(CN2CCC(C(=O)Nc3cccc(-c4nnc(C)s4)c3)CC2)o1
 : i	-11
O=C(NC1=NCCS1)[C@H](Cc1ccccc1)N1C(=O)c2ccccc2C1=O
 : i	-30
Cc1ccc2nc(-c3ccc(NC(=O)COC(=O)c4ccc(Br)o4)cc3)sc2c1
 : i	19
Cc1ccc(/C=C/C(=O)NC(=S)Nc2ccc(S(=O)(=O)Nc3cc(C)on3)cc2)cc1
 : i	-37
CC1=CC(C)(C)NC(=S)N1NC(=O)c1ccccc1Cl
 : i	-3
CCN(CC)C(=O)c1cccc(C)c1
 : i	3

# Another view of two compounds above.
SMILES | CHT PAM | OX1R antag
O=C(Nc1ccc(Br)cc1)c1cc(-c2ccc3c(c2)OCO3)on1 | i | -6
O=C(NC1=NCCS1)[C@H](Cc1ccccc1)N1C(=O)c2ccccc2C1=O | i | -30

# (continued)
# Values in the order: CHT PAM	OX1R antag
COC1(OC)N=C(N)C2(C#N)C(c3cccc(Oc4ccccc4)c3)C12C#N (configuration not stated)
 : i	-8
CC(C)(C)c1ccc(CN2N=Nc3ccccc3S2(=O)=O)cc1
 : i	-19
CCC(C)N=Cc1c(Nc2ccccc2)nc2c(C)cccn2c1=O (configuration not stated)
 : i	-4
Cc1c(NC(=O)NCc2ccccc2)c(=O)n(-c2ccccc2)n1C
 : i	-26
O=C(Cn1nnc(-c2ccccc2)n1)NCC(=O)Nc1ccc(F)c(F)c1F
 : /	-13
Cc1ccc2occ(/C=N/NC(=O)[C@@H](N)Cc3ccccc3)c(=O)c2c1
 : i	-9
O=C(Nc1cccnc1)c1cc2cc(Br)ccc2o1
 : i	-11
CC(=O)Nc1ccc(NS(=O)(=O)c2ccc(OC(C)C(=O)N3CCOCC3)cc2)cc1 (configuration not stated)
 : i	8
COc1ccc(CCNC(=O)CNS(=O)(=O)c2ccc(Br)s2)cc1OC
 : i	-18
O=C(NCC(=O)N(c1ccccc1)C(C(=O)NC1CCCC1)c1cccnc1)c1cccs1 (configuration not stated)
 : i	7
O=C(COC(=O)/C=C/c1ccccc1Cl)NC1CCCC1
 : /	5
COc1ccc(NC(=O)C(OC(=O)c2cnc(C)cn2)c2ccccc2)cc1Cl (configuration not stated)
 : i	-4
CCn1c(SCC(=O)Nc2cc(S(=O)(=O)N3CCOCC3)ccc2OC)nnc1-c1ccncc1
 : i	-11
CCOc1cc(/C=C2\SC(N)=NC2=O)ccc1O
 : i	-20
Cc1[nH]c2ccccc2c1C(=O)C(=O)N(C)C1CCCCC1
 : i	-13
CCc1noc(C)c1C(=O)OCC(=O)N(C)c1c(N)n(Cc2ccccc2)c(=O)[nH]c1=O
 : i	-14
COc1ccc(C2CC(=O)Oc3ccc(C(C)(C)C)cc32)cc1 (configuration not stated)
 : i	-6
CN1CCC(N(C)C(=O)c2cc(-c3ccc(F)cc3)nc3ccccc23)CC1
 : /	-20
Cc1ccc(S(=O)(=O)Nc2ccc(OCC(=O)N3CCOCC3)cc2)c(C)c1NS(C)(=O)=O
 : i	-1

# Not a hit list; any-hit rate near 0.8%.
